MazF activator – increases E. coli MazEF RNase cleavage of RNA | P0AE70 | FAM/BHQ RNA-DNA oligo cleavage fluorescence, 5 h | 350,000 tested, 0.32% active | activation, % at 20 µM; in the data active means activation above about 50%
Target sequence (P0AE70 whole entry, looked up): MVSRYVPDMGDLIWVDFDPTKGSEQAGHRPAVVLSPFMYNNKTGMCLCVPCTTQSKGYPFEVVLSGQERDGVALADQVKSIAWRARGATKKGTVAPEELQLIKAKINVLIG
SSB-PriA inh – blocks PriA binding to SSB C-terminal tail | AlphaScreen SSBct-PriA binding, biotinylated peptide | inhibition, % at 33 µM | 430,000 tested, 0.6% active | AID 1272365; in the data active means inhibition mostly above about 37%, no sharp cut-off; inactive means mostly below about 20%;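 further: plate controls were negative control peptide for no effect and reference peptide for full effect; strong numbers were not always called active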
Rv3671c protease – inhibits the M. tuberculosis serine protease Rv3671c | P9WHR9 | AID 2606 | inhibition, % at 5.96 µM | 320,000 tested, 0.048% active; in the data active means inhibition above about 38%;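 further: extracellular domain of Rv3671c used as enzyme; 0% = enzyme with DMSO and 100% = no enzyme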
Anthrax LF inh2 – anthrax lethal factor protease inhibition. P15917. multiplex microsphere protease cleavage assay, LF. inhibition, % at 10 µM. 360,000 tested, 0.12% active. AID 588501; in the data active means inhibition above about 30%; further: plate controls were buffer without enzyme for full effect and enzyme alone for no effect
Target sequence (P15917 whole entry, looked up): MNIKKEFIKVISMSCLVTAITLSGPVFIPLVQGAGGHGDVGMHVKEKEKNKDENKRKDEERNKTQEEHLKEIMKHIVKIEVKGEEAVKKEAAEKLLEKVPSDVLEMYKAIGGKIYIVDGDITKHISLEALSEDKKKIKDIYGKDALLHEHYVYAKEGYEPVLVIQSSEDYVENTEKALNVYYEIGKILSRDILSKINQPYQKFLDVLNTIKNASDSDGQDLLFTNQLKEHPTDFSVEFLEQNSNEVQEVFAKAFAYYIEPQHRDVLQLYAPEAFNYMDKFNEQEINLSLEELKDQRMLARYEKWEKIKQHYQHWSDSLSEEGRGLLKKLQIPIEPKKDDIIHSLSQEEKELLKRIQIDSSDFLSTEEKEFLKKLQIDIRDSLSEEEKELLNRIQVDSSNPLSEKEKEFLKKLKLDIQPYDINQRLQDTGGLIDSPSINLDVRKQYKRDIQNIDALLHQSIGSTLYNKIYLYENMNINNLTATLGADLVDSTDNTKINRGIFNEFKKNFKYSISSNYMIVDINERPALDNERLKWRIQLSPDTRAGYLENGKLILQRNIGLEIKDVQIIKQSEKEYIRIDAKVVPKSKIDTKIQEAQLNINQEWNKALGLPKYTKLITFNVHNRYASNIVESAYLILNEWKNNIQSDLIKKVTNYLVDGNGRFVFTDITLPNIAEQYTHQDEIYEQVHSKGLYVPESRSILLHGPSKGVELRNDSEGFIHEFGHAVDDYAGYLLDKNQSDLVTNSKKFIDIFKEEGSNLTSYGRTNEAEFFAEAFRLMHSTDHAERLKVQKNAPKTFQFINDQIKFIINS
DUSP3 inh – DUSP3 (human) phosphatase inhibition; P51452; recombinant VHR phosphatase, pNPP absorbance; inhibition, % at 13.3 µM; 290,000 tested, 0.52% active; AID 1654; in the data active means inhibition above about 50%; further: some compounds called inactive have numbers as strong as hits
3CLpro inhibitor – SARS-CoV 3CLpro protease inhibition. inhibition, % at 6 µM. AID 1706. recombinant SARS-CoV 3CLpro, quenched FRET peptide cleavage. 290,000 tested, 0.14% active. P0C6X7; in the data active means inhibition above about 12%
PfHsp40 rescue – rescue of PfHsp40-mediated yeast toxicity. 340,000 tested, 0.68% active. S. cerevisiae expressing PfHsp40, growth rescue, ATP luminescence. growth rescue, % at 12.5 µM. AID 504582; in the data active means growth rescue above about 28%, passing the limit was not always enough;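 further: yeast W303a lacking pdr1 and pdr3 grown in galactose medium; growth measured after three days at 30 °C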
Yp Topo-I inh – inhibitors of Yersinia pestis topoisomerase I. 360,000 tested, 0.064% active. activity, % at 10 µM. Y. pestis Topo-I cleavage product accumulation, plate reader. AID 504884; in the data active means activity above about 50%, passing the limit was not always enough; further: inactives centre near 2
BH1578 lux ind – quorum light induction in luxS cqsA deficient V. cholerae; V. cholerae BH1578 lux reporter, luminescence, 6 h; activation, % at 18.7 µM; 350,000 tested, 0.16% active; AID 588436; in the data active means activation mostly above about 9.7%, no sharp cut-off; further: not every result past the cut was called active; inactives centre near 0; reference of the scale not given here
TcdB inh – inhibitors of Clostridioides difficile toxin B glycohydrolase. P18177. TcdB glycohydrolase enzymatic assay, plate reader. inhibition, % at 9.99 µM. 350,000 tested, 0.24% active. AID 652162; in the data active means inhibition above about 10%
* = called active by the depositor; & = joins results of further samples.

Cc1ccc2c(c1)nnn2C1CCN(S(=O)(=O)c2ccc(C(=O)NC3CCCC3)cc2)CC1 was read as MazF activator -2, SSB-PriA inh -9, Rv3671c protease -4, Anthrax LF inh2 -5, DUSP3 inh 10, 3CLpro inhibitor 3, PfHsp40 rescue -0.1, Yp Topo-I inh 22 and BH1578 lux ind inactive.
Screening O=C(CSc1nnnn1C1CC2C=CC1C2)Nc1ccc(C(=O)O)cc1 (stereo not given) returned MazF activator -14, SSB-PriA inh 3, Rv3671c protease 8, Anthrax LF inh2 -4, PfHsp40 rescue 0.7, Yp Topo-I inh 0, BH1578 lux ind 0.0 and TcdB inh -0.2.
For CC(C)Oc1ccc(C2C(C#N)=C(N)Oc3c2c(=O)oc2ccccc32)cc1 (stereo not given) the results were MazF activator -4, SSB-PriA inh -4, Rv3671c protease -5, Anthrax LF inh2 -3, DUSP3 inh 17, 3CLpro inhibitor -6, PfHsp40 rescue 1.0, Yp Topo-I inh 0 and BH1578 lux ind 0.7.
Screening CCOc1cccc2c1OC(c1cc(OC)c(OC)c(OC)c1)N1N=C(c3ccc(C)o3)CC21 (stereo not given) returned MazF activator -27, SSB-PriA inh -14, Rv3671c protease -17, Anthrax LF inh2 -3, DUSP3 inh 8, 3CLpro inhibitor -2, PfHsp40 rescue -1.4, Yp Topo-I inh 7 and BH1578 lux ind -0.2.
Screening CC1CN(c2ccccc2)c2nc3c(c(=O)[nH]c(=O)n3C)n2C1 (stereo not given) returned MazF activator 0, SSB-PriA inh -18, Rv3671c protease 12, Anthrax LF inh2 -1, 3CLpro inhibitor -3, PfHsp40 rescue -1.3, Yp Topo-I inh 1, BH1578 lux ind inactive and TcdB inh 3.0.
Screening O=C(NC(=S)NCc1ccco1)c1ccc([N+](=O)[O-])cc1 returned MazF activator 10, SSB-PriA inh 20, Rv3671c protease 7, Anthrax LF inh2 0, PfHsp40 rescue -0.1, Yp Topo-I inh -6 and TcdB inh -1.0.
For CCCN1CCN(CC(O)COC(c2ccc(OC)cc2)c2ccc(OC)cc2)CC1 (stereo not given) the results were MazF activator 15, SSB-PriA inh 19, Rv3671c protease -4, Anthrax LF inh2 -9, DUSP3 inh -28, 3CLpro inhibitor -2, PfHsp40 rescue 2.0, Yp Topo-I inh -10, BH1578 lux ind 0.0 and TcdB inh 1.4.
For CCOC(=O)c1cc(=O)n2[nH]c(-c3ccc(C)cc3)cc2n1 the results were MazF activator 0, SSB-PriA inh -1, Rv3671c protease -1, Anthrax LF inh2 -2, DUSP3 inh 8, 3CLpro inhibitor -1, PfHsp40 rescue -0.2, Yp Topo-I inh -4 and BH1578 lux ind inactive.
`O=C(CN1C(=O)C2C3c4ccccc4C(c4ccccc43)C2C1=O)Nc1ccccc1C(=O)O` (stereo not given) gave MazF activator -7, SSB-PriA inh -10, Rv3671c protease -1, Anthrax LF inh2 2, DUSP3 inh -2, 3CLpro inhibitor 4, PfHsp40 rescue -1.0, Yp Topo-I inh -1, BH1578 lux ind -0.2 and TcdB inh -0.9.
Screening COc1ccccc1CN(Cc1cc2cc3c(cc2[nH]c1=O)OCCO3)Cc1nnnn1Cc1ccco1 returned MazF activator 5, SSB-PriA inh -3, Rv3671c protease -1, Anthrax LF inh2 -4, DUSP3 inh -3, 3CLpro inhibitor 0, PfHsp40 rescue 0.0, Yp Topo-I inh 0 and BH1578 lux ind -0.4.
O[C@H]1CN(Cc2cccs2)[C@@H](c2ccccc2)C[C@@H]1n1cc(-c2ccc(F)cc2)nn1 was read as MazF activator 3, Anthrax LF inh2 -8, Yp Topo-I inh 40, BH1578 lux ind -1.0 and TcdB inh 1.2.
Cc1ccc(NC(=O)CCn2nc(C)cc2C)c(C)c1 was read as MazF activator 2, SSB-PriA inh -18, Rv3671c protease -12, Anthrax LF inh2 -4, DUSP3 inh -11, 3CLpro inhibitor 1, PfHsp40 rescue 0.3, Yp Topo-I inh -5 and BH1578 lux ind -0.9.
CCOC(=O)N(C)c1c(CC)nc2c(OCc3ccc(F)c(F)c3)cccn12 was read as Anthrax LF inh2 0, Yp Topo-I inh 12, BH1578 lux ind -3.0 and TcdB inh 1.9.
Screening CSc1nc(N)nc(SCC(=O)c2ccccc2)c1C#N returned MazF activator 38, SSB-PriA inh -2, Rv3671c protease -9, Anthrax LF inh2 -1, DUSP3 inh -9, 3CLpro inhibitor -10, PfHsp40 rescue -1.1, Yp Topo-I inh 1 and BH1578 lux ind 0.7.
For CC(=O)c1c[nH]c(C(=O)NCc2ccccc2Cl)c1 the results were MazF activator 5, SSB-PriA inh -10, Rv3671c protease 8, Anthrax LF inh2 4, DUSP3 inh 3, 3CLpro inhibitor 2, PfHsp40 rescue -1.8, Yp Topo-I inh 3, BH1578 lux ind 1.2 and TcdB inh 0.8.
CC1(C)CC(=O)/C(=C(\O)Cc2ccccc2)C(=NCCCCCC(=O)O)C1 was read as MazF activator -8, Rv3671c protease 2, Anthrax LF inh2 -4, DUSP3 inh 13, 3CLpro inhibitor 4, PfHsp40 rescue -0.9, Yp Topo-I inh -5 and BH1578 lux ind -0.4.
Cc1ccc(S(=O)(=O)CC2CSc3nc4ccccc4n32)cc1 (stereo not given) was read as MazF activator 8, SSB-PriA inh 0, Rv3671c protease -10, Anthrax LF inh2 -3, DUSP3 inh 20, 3CLpro inhibitor -1, PfHsp40 rescue 0.0, Yp Topo-I inh -2, BH1578 lux ind inactive and TcdB inh 1.3.
`CC(=O)Nc1sc(-c2ccccc2)nc1-c1ccccc1` gave MazF activator 3, SSB-PriA inh -14&-12, Rv3671c protease 5, Anthrax LF inh2 -6, DUSP3 inh 12, 3CLpro inhibitor 2, PfHsp40 rescue -0.3, Yp Topo-I inh -5, BH1578 lux ind 0.0 and TcdB inh 0.5.
For CCCc1cc(NC(=O)COC(=O)c2nccnc2N)n(-c2ccccc2)n1 the results were MazF activator -1, SSB-PriA inh -3, Rv3671c protease 7, Anthrax LF inh2 2, PfHsp40 rescue -0.9, Yp Topo-I inh 6, BH1578 lux ind -1.3 and TcdB inh 0.3.
For Cc1ccc(C)c(NC(=O)CCN2CCOCC2)c1 the results were MazF activator 1, SSB-PriA inh -10, Rv3671c protease 7, Anthrax LF inh2 -2, DUSP3 inh 25, 3CLpro inhibitor 1, PfHsp40 rescue -0.5, Yp Topo-I inh -7 and BH1578 lux ind inactive.

Entries listed so far with a cyano group, in the order listed:
For CC(C)Oc1ccc(C2C(C#N)=C(N)Oc3c2c(=O)oc2ccccc32)cc1 (stereo not given) the results were MazF activator -4, SSB-PriA inh -4, Rv3671c protease -5, Anthrax LF inh2 -3, DUSP3 inh 17, 3CLpro inhibitor -6, PfHsp40 rescue 1.0, Yp Topo-I inh 0 and BH1578 lux ind 0.7.
Screening CSc1nc(N)nc(SCC(=O)c2ccccc2)c1C#N returned MazF activator 38, SSB-PriA inh -2, Rv3671c protease -9, Anthrax LF inh2 -1, DUSP3 inh -9, 3CLpro inhibitor -10, PfHsp40 rescue -1.1, Yp Topo-I inh 1 and BH1578 lux ind 0.7.

Structural class, the entries above with two or more sulfur atoms.
Screening CSc1nc(N)nc(SCC(=O)c2ccccc2)c1C#N returned MazF activator 38, SSB-PriA inh -2, Rv3671c protease -9, Anthrax LF inh2 -1, DUSP3 inh -9, 3CLpro inhibitor -10, PfHsp40 rescue -1.1, Yp Topo-I inh 1 and BH1578 lux ind 0.7.
Cc1ccc(S(=O)(=O)CC2CSc3nc4ccccc4n32)cc1 (stereo not given) was read as MazF activator 8, SSB-PriA inh 0, Rv3671c protease -10, Anthrax LF inh2 -3, DUSP3 inh 20, 3CLpro inhibitor -1, PfHsp40 rescue 0.0, Yp Topo-I inh -2, BH1578 lux ind inactive and TcdB inh 1.3.

More entries.
C=CCc1cccc2cc(C(=O)N3CCN(C(=O)c4ccco4)CC3)c(=O)oc12 was read as MazF activator -8, SSB-PriA inh -5, Rv3671c protease -5, Anthrax LF inh2 -10, DUSP3 inh 9, 3CLpro inhibitor -2, PfHsp40 rescue 0.0, Yp Topo-I inh 6, BH1578 lux ind inactive and TcdB inh 0.0.
Screening Cc1cccc(OCC(=O)Nc2ccc3c(c2)C(=O)NC3=O)c1 returned MazF activator 7, SSB-PriA inh -3, Rv3671c protease -16, Anthrax LF inh2 1, DUSP3 inh 4, 3CLpro inhibitor -4, PfHsp40 rescue 2.1, Yp Topo-I inh 1, BH1578 lux ind 0.9 and TcdB inh -0.1.
`Cc1cc(C)cc(NC(=O)Nc2ccc3c(c2)N(C)C(=O)CS3)c1` gave MazF activator -3, SSB-PriA inh -18, Rv3671c protease -17, Anthrax LF inh2 -1, DUSP3 inh 4, 3CLpro inhibitor 1, PfHsp40 rescue 1.0, Yp Topo-I inh -5, BH1578 lux ind -0.2 and TcdB inh 1.7.
Screening Cc1cc(C)cc(NC(=O)C2C3C=CC4(O3)C2C(=O)N(CCN2CCCCC2)C4C(=O)NC2CCCCC2)c1 (stereo not given) returned MazF activator 9, SSB-PriA inh -10, Rv3671c protease -2, Anthrax LF inh2 0, DUSP3 inh 45, 3CLpro inhibitor 0, PfHsp40 rescue -0.2, Yp Topo-I inh -2, BH1578 lux ind -0.1 and TcdB inh 0.7.
Screening COc1ccc(/C=N/NC(=O)c2ccc(=O)n(C)c2)cc1OC returned MazF activator -2, Rv3671c protease -1, Anthrax LF inh2 -1, DUSP3 inh -5, 3CLpro inhibitor 1, PfHsp40 rescue 1.4, Yp Topo-I inh -1, BH1578 lux ind inactive and TcdB inh -3.6.
Screening CCOc1cc(S(=O)(=O)NCCc2cccc(C)c2)c(OCC)cc1-n1cnnn1 returned MazF activator 0, SSB-PriA inh -5, Rv3671c protease 6, Anthrax LF inh2 -4, DUSP3 inh 38, 3CLpro inhibitor -2, PfHsp40 rescue 22, Yp Topo-I inh 2 and BH1578 lux ind inactive.
CN(C)P(=O)(Nc1cccc2ccccc12)Nc1cccc2ccccc12 was read as MazF activator 0, SSB-PriA inh 7, Rv3671c protease -5, Anthrax LF inh2 7, PfHsp40 rescue 1.2, Yp Topo-I inh 6, BH1578 lux ind inactive and TcdB inh 1.2.
CCOc1ccc(S(=O)(=O)N2CCN(CN3C(=O)CC4(CCCC4)C3=O)CC2)cc1 was read as MazF activator 4, SSB-PriA inh -7, Rv3671c protease -3, Anthrax LF inh2 -4, PfHsp40 rescue -1.2, Yp Topo-I inh -6, BH1578 lux ind 1.6 and TcdB inh 1.2.
Screening CC1(c2ccccc2Cl)NC(=O)N(CC(=O)N2CCc3ccccc3C2)C1=O (stereo not given) returned MazF activator 3, SSB-PriA inh 8, Anthrax LF inh2 -2, PfHsp40 rescue 0.2, Yp Topo-I inh 17, BH1578 lux ind inactive and TcdB inh 1.3.
For O=[N+]([O-])c1c(Nc2cccc(O)c2)cc(Cl)c2nonc12 the results were MazF activator 6, SSB-PriA inh 3, Rv3671c protease 9, Anthrax LF inh2 2, DUSP3 inh 15, 3CLpro inhibitor -1, PfHsp40 rescue 0.3, Yp Topo-I inh -9, BH1578 lux ind -1.3 and TcdB inh -0.2.
Screening Cc1ccc(C)c(CC(=O)N2CCCC(c3cc(C(=O)NCc4cccnc4)no3)C2)c1 (stereo not given) returned Anthrax LF inh2 4, Yp Topo-I inh 13, BH1578 lux ind 0.4 and TcdB inh 0.2.
Screening COc1cccc(/C=C/C(=O)c2cccc([N+](=O)[O-])c2)c1OC returned MazF activator 3, SSB-PriA inh 0, Rv3671c protease -1, Anthrax LF inh2 -2, DUSP3 inh 1, 3CLpro inhibitor 4, PfHsp40 rescue -0.5, Yp Topo-I inh 1, BH1578 lux ind inactive and TcdB inh 0.1.
C/C(=N\NC(=O)c1ccoc1C)c1ccccc1O was read as MazF activator 10, Rv3671c protease 7, Anthrax LF inh2 0, DUSP3 inh 36, 3CLpro inhibitor -6, PfHsp40 rescue -1.7, Yp Topo-I inh -1, BH1578 lux ind -0.3 and TcdB inh 0.5.

An excerpt. The share of hits here may be higher or lower than overall.
